Assay outcomes as filed in PubChem.
SSB-PriA inh – blocks PriA binding to SSB C-terminal tail | 0.6% of 430,000 active | inhibition, % at 33 µM | AlphaScreen SSBct-PriA binding, biotinylated peptide; in the data active = inhibition mostly above about 37%, no sharp cut-off; inactive = mostly below about 20%;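 note: plate controls were negative control peptide for no effect and reference peptide for full effect; strong numbers were not always called active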
Numbers without * were called inactive; & = joins results of further samples. An excerpt, so the mix of outcomes need not match the whole.

SMILES	SSB-PriA inh
COCCNC(=O)Cc1ccc(NC(=O)c2cc(Cl)ccc2OC)cc1	-10
COc1ccccc1/C=C/C=N\NC(=O)c1cc(-c2ccc(Cl)s2)[nH]n1	6
CCOC(=O)c1[nH]c(C)c(C(O)=C2C(=O)C(=O)N(CCN3CCOCC3)[C@H]2c2cccs2)c1C	-5
O=C(COc1ccc(Cl)cc1)NCCn1ncc2c(=O)n(Cc3cccc(Cl)c3)cnc21	-6
COC(=O)c1sc(-c2ccccc2)cc1NC(=O)c1ccc(N2C(=O)CCC2=O)cc1	-27&-12
O=C(Nc1nc2c(s1)CCCC2)c1ccc(F)c(F)c1	-12
Cn1cccc1C=NNC(=O)c1ccn[nH]1	-7
COc1ccc(NC(=O)CSc2nnc3c4ccccc4c(-c4ccccc4)nn23)c(OC)c1	-5
O=C(NN=Cc1ccc(Sc2nc3ccccc3s2)c([N+](=O)[O-])c1)c1ccccn1	-2
O=C(Cc1csc(Nc2ccc(F)cc2)n1)NCCc1c[nH]c2ccccc12	8&27

Overlap with the part before: 3 compounds, followed by the next part.
SMILES	SSB-PriA inh
COc1ccc(NC(=O)CSc2nnc3c4ccccc4c(-c4ccccc4)nn23)c(OC)c1	-5
O=C(NN=Cc1ccc(Sc2nc3ccccc3s2)c([N+](=O)[O-])c1)c1ccccn1	-2
O=C(Cc1csc(Nc2ccc(F)cc2)n1)NCCc1c[nH]c2ccccc12	8&27
COc1ccc(C)cc1S(=O)(=O)Nc1cccc(N2CCCCC2=O)c1	2
COC(=O)N1CCC(CNC(=O)c2snnc2C)CC1	-2
COc1ccc2nc(-c3ccc(Cl)c(NC(=O)c4c(OC)cccc4OC)c3)cn2n1	-9
COc1cncc(O[C@H]2CCN(C(=O)c3nc4ccccc4s3)C2)n1	-4
COc1ccc(C(=O)CSc2nnc(NC(=O)Nc3ccccc3)s2)cc1	-9
CCOc1ccc2ccccc2c1C(=O)NCC1CCN(C(C)C)CC1	-16&-13
COCCn1c(SCc2ccccc2C)nnc1-c1c[nH]c2ccccc12	7
CON=C(CNC(=O)c1ccc(Cl)cc1Cl)c1ccc(Cl)cc1	-10
CCOC(=O)CC(=O)NN=Cc1c(N)n(C)c(=O)n(C)c1=O	-11
CCOC(=O)c1c(-c2ccc(Cl)cc2)csc1NC(=O)CCSc1nnc2ccc3ccccc3n12	0
O=C(Cn1ncccc1=O)N1CC(S(=O)(=O)C2CCCCC2)C1	5
O=[N+]([O-])c1ccccc1N1CCN(C(=S)c2ccc(-c3cccc(C(F)(F)F)c3)o2)CC1	4
O=C(CC1OC(=O)c2ccccc21)c1cccs1 (stereo not given)	-9
O=C(CC(=O)NC1CCCCC1)NN=Cc1ccccc1Cl	-7
CN(C)CCCN(C(=O)c1ccn(C)n1)c1nc2ccccc2s1	-1
CSc1cccc2cccnc12	75*
CC(C)Cc1ccc(-c2csc(/C(C#N)=C/Nc3ccccc3I)n2)cc1	9
COc1ccc(C=NNC(=S)Nc2ccccc2)cc1COc1ccc(F)cc1F	13
NC(=NOC(=O)c1cc([N+](=O)[O-])ccc1Cl)c1cccnc1	15
Cc1cc(-c2nnc(NC(=O)C(c3ccccc3)c3ccccc3)o2)nn1C	85*
CCSc1nnc(NC(=O)CSc2nnc(NC(=O)CCc3ccccc3)s2)s1	-4
CCOc1ccccc1NC(=O)CN1CCN(CCn2ccnc2-c2ccccc2)CC1	18
CN(C)c1nn(CC(=O)NCc2ccc3c(c2)OCO3)cc1-c1ccc(Cl)cc1	1
O=c1ccc(-c2nc(C3CC3)no2)cn1Cc1nc(-c2ccc(F)c(Cl)c2)no1	1
O=C(CCNc1n[nH]c(=O)[nH]c1=O)NN=Cc1ccc(Cl)cc1	-11
CC(=O)Nc1nc(SCC(N)=O)[nH]c(=O)c1NC(=O)c1ccc(F)cc1	-16
Cc1nnc(NN=Cc2ccccc2C(F)(F)F)n1N	1
Cc1c(C=NN2C(=O)C3C4C=CC(C4)C3C2=O)c2ccccc2n1C (stereo not given)	2
O=C(NCCc1ncc(-c2cccs2)[nH]1)c1cc2ccccc2o1	-3
COc1ccc(-c2cc(=O)n(CC(=O)N3CCN(c4ccc(O)cc4)CC3)cn2)cc1	-23
C=CCN1C(=O)C(C)(C)COc2ccc(NC(=O)c3cc(OCC)c(OCC)c(OCC)c3)cc21	28
CC(=NNc1cccc(C(=O)O)c1)c1ccc2c(c1)Nc1ccccc1S2	-11
CC1(C)Oc2ccc3ccc(=O)oc3c2C(=CNc2cccc(O)c2)C1=O	20
Cc1ccc(Nc2n[nH]nc2C(=O)Nc2ccc(C)c(Cl)c2)cc1	0
O=C(c1ccoc1)N1CCC(CNS(=O)(=O)c2cc3c4c(c2)CCN4C(=O)CC3)CC1	2
CCSc1nnc(NC(=O)CSc2nnc(CNC(=O)c3cccs3)o2)s1	-13
CCC(C)C1(CC)C(=N)NC(=O)NC1=O (stereo not given)	-4
COc1ccc2cc(C(=O)NCc3cncc(-c4cccs4)c3)[nH]c2c1	-21
O=C(c1cc(-c2ccc(F)cc2)c[nH]1)N1CCN(C/C=C/c2ccccc2)CC1	14
Cc1ccc(S(=O)(=O)C(F)(F)F)cc1N1C(=O)c2ccccc2C1=O	-12

Rewritten bar-delimited: entries from further up.
Structure | SSB-PriA inh
CC1(C)Oc2ccc3ccc(=O)oc3c2C(=CNc2cccc(O)c2)C1=O | 20
C=CCN1C(=O)C(C)(C)COc2ccc(NC(=O)c3cc(OCC)c(OCC)c(OCC)c3)cc21 | 28
O=C(c1ccoc1)N1CCC(CNS(=O)(=O)c2cc3c4c(c2)CCN4C(=O)CC3)CC1 | 2

Additional results:
SMILES	SSB-PriA inh
Cc1cc(C)c2c(n1)sc1c(=O)n(CC(=O)Nc3cc(Cl)ccc3C)cnc12	10
COc1ccc(C(C)=NNc2nncc3ccccc23)cc1	-5
Nc1c(-c2nc(-c3ccncc3)no2)nnn1-c1cccc(F)c1	-7
O=c1ccc(-n2ccc3ccccc32)nn1CCNS(=O)(=O)c1ccc2c(c1)CCO2	4
N#Cc1nc(-c2ccc(COc3ccccc3)o2)oc1N1CCN(C(=O)c2ccco2)CC1	11
CC(O)CN1CCN(CC(=O)NCc2ccccc2Cl)CC1 (stereo not given)	2
COc1ccc(C2(CNC(=O)c3c(F)cccc3F)CCCC2)cc1	-14
O=C(CCCc1ccccc1)NCCS(=O)(=O)N1CCN(c2ncccn2)CC1	-7&-2
Cc1noc(-c2cccn3c(CNC(=O)c4ccsc4)nnc23)n1	-6
CC1CCc2c(sc(NC(=O)CCS(=O)(=O)c3ccc(F)cc3)c2C(N)=O)C1 (stereo not given)	5
COc1ccccc1N1CCN(C(=O)c2cc3nc(C)ccc3o2)CC1	-7
O=C(Nc1ccc2c(c1)OCCO2)C1CN(S(=O)(=O)C2CC2)C1	-7
CCOC(=O)C1C(=O)C=C(c2cccc(F)c2)CC1c1cc(OC)ccc1OC (stereo not given)	18
COc1nn(C)cc1C(=O)N(Cc1cc(C2CC2)n(C)n1)Cc1ccco1	1
O=C(Nc1ccccc1Cl)C1CN(c2nc3c(C(F)(F)F)cccc3s2)C1	-5
Cc1oc(-c2cccc(C(F)(F)F)c2)cc1-c1nn2c(-c3ccccc3)nnc2s1	10
Cc1nc(NCCNC(=O)Nc2cccc(F)c2C)cc(N(C)C)n1	-14
Cn1ccnc1N1CCN(C(=O)c2cccs2)CC1	-3
COC(=O)c1c(C)oc2ccc(OCc3ccccc3F)cc12	-27
Cc1cc(C(O)CCNC(=O)c2snnc2C)c(C)o1 (stereo not given)	-18

Four records picked at random from the list so far, as already listed:
SMILES	SSB-PriA inh
O=C(Nc1ccc2c(c1)OCCO2)C1CN(S(=O)(=O)C2CC2)C1	-7
COc1ccccc1N1CCN(C(=O)c2cc3nc(C)ccc3o2)CC1	-7
CCOC(=O)C1C(=O)C=C(c2cccc(F)c2)CC1c1cc(OC)ccc1OC (stereo not given)	18
Cc1nc(NCCNC(=O)Nc2cccc(F)c2C)cc(N(C)C)n1	-14

Next part
SMILES	SSB-PriA inh
CC(=O)C(=NNc1ccc(Br)cc1)N1CCCc2ccccc21	4
CCCOc1ccc(/C=C/C(=O)NCC(C)C)cc1	12
CN(C)S(=O)(=O)N1CC(Oc2nccs2)C1	-26
CC(C)S(=O)(=O)c1ccc(CC(=O)Nc2cnoc2)cc1	12
Cc1nn([C@H]2CCS(=O)(=O)C2)c(C)c1N1CCN(C(=O)C2CCN(S(C)(=O)=O)CC2)CC1	-11
COC(=O)CS[C@H]1CCN(C(=O)c2cc(-c3ccccc3)n[nH]2)C1	2
CCOC(=O)N1CCc2nc(NC(=O)c3cc(Cl)sc3Cl)sc2C1	-13
Cc1cc(NC(=O)[C@@H]2CCCN2c2nc3ccccc3o2)no1	-6
CC(=NNc1ccc(C#N)cc1[N+](=O)[O-])c1ccc(O)cc1	-3
Cc1cc(CNS(=O)(=O)c2cccc3cccnc23)c(C)o1	-4
CN1CCc2nc(NC(=O)CN3C(=O)c4ccccc4C3=O)sc2C1	-16
O=C(Nc1cc(F)ccc1F)c1n[nH]nc1Nc1ccccc1	-16
COc1cc(Nc2c(C#N)cnc3ccc(C)cc23)cc(OC)c1OC	-5
Cc1onc(-c2ccccc2Cl)c1C(=O)NCc1cccnc1-c1cccs1	-2
Cc1c([N+](=O)[O-])cc(S(=O)(=O)NCCOc2ccc(F)cc2)cc1[N+](=O)[O-]	20
NC(=O)c1ccsc1NC(=O)/C=C/c1ccccc1	-18
COc1ccc2oc(-c3csc(NC(=O)c4ccc([N+](=O)[O-])s4)n3)cc2c1	10
O=C(Cn1nc(C2CC2)c2cnn(-c3cccc(Cl)c3)c2c1=O)c1ccccc1	-9
Cc1c(C(=O)NCCn2nc(-c3ccccn3)n(C)c2=O)cnn1-c1ccccc1	2
Cc1nc2ccccn2c1C(O)=C1C(=O)C(=O)N(CCN(C)C)C1c1cccnc1 (stereo not given)	-9
CN1CCC(N)C1=O (stereo not given)	0
Cc1ccc([N+](=O)[O-])cc1-c1ccc(C=NNC(=O)c2cc3c(ccc4ccccc43)o2)o1	3
O=C(c1ccc(=O)[nH]c1)N1CC[C@H](Oc2cccnn2)C1	-28
Cc1ccc(N2CCN(c3ccc(S(=O)(=O)c4ccccc4)nn3)CC2)c(C)c1	-27
C=CCN1C(=O)C(Cc2ccc(OC)cc2)SC1=NN=Cc1ccco1 (stereo not given)	-8
Cc1ccccc1C1CCN(C(=O)C2CCOCC2)CCS1 (stereo not given)	-17
C=CCn1c(SCC(=O)OCC)nnc1-c1ccc([N+](=O)[O-])cc1	11
O=C(NC(c1ccccc1)c1ccccc1)N1CCN(C(=O)c2cnn3ccccc23)CC1	5
CCOC(=O)c1ccc(-n2c(N)c(C(=O)N3CCOCC3)sc2=S)cc1	1
Cc1ccc(SCC(=O)Nc2ccc3ncsc3c2)cc1	2

Part of the list above, with each value named.
O=C(c1ccc(=O)[nH]c1)N1CC[C@H](Oc2cccnn2)C1
  SSB-PriA inh: -28

Cc1ccc(N2CCN(c3ccc(S(=O)(=O)c4ccccc4)nn3)CC2)c(C)c1
  SSB-PriA inh: -27

Carrying on:
SMILES	SSB-PriA inh
C/C=C/C=C/C(=O)[C@@H]1[C@@H]([C@]2(C)OC(=O)C(C)=C2O)[C@H]2C(=C(O)/C=C/C=C/C)C(=O)[C@]1(C)C(=O)C2(C)O (stereo not given in full)	-7
COc1ccccc1-c1nnc(NC(=O)c2cc(-c3cccs3)nc3ccccc23)o1	-15
Cc1cc(=O)n(CC(=O)Nc2ccc(C(F)(F)F)cc2)c(-c2ccncc2)n1	-28
O=S(=O)(N=C(Nc1ccccn1)c1ccccc1)c1ccc(F)cc1	-18
COc1ccc(NC(=O)CSc2nc(CC(=O)NCCc3c[nH]c4ccccc34)cs2)cc1	12
CC1(C(=O)N2CCCc3ccccc32)Cc2ccc(Br)cc2C(=O)O1 (stereo not given)	-26
